ABCB6 inh MLPCN: ABCB6 transporter inhibitors, primary screen, K562-ABCB6 cells, flow cytometry, MLPCN library | ATP-binding cassette sub-family B member 6 (Homo sapiens), Q9NP58 | K562-ABCB6 porphyrin accumulation, 1 h; stronger effect = lower value | fluorescence ratio to DMSO, % at 10 µM | 360,000 tested, 0.19% active;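 active means fluorescence ratio to DMSO below 75%, the collection mean minus 3 SD; inconclusive means too few cells collected in the well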;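 further: signal is porphyrin accumulated inside mitochondria; 100% equals median channel fluorescence of DMSO control wells; lower ratio means ABCB6 inhibition with less porphyrin fluorescence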
aDG glyco up: activators of alpha-DG glycosylation, primary screen, uHTS, Pro5-aDG cells, AlphaScreen; activation, % at 10 µM; alpha-DG glycosylation AlphaScreen (IIH6); 0% Pro5, 100% B10-LARGE cell signal; 360,000 tested, 0.22% active;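 active means activation of at least 8% versus controls, or a plate z-score of at least 8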;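 further: Pro5 are CHO cells carrying HIG-tagged alpha-DG that lacks glycosylation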
TLR9-MyD88 block: inhibitors of TLR9-MyD88 association in cells, primary screen, cell-based, CHO, BLA complementation, fluorescence | CCF4 FRET ratio | 340,000 tested, 0.21% active | Toll-like receptor 9 (Homo sapiens) + Myeloid differentiation primary response protein … | AID 504734, 2011 | inhibition, % at 4.98 µM;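 active means inhibition above the mean over all tested compounds plus 3 SD, cut at about 21% in these data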;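 further: 0% = DMSO only wells and 100% = clavulanate BLA inhibitor control wells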
Granule exo inh: LAMP-1 surface exposure blockers, TALL-104 cells – cell-based, flow cytometry, MLPCN library, primary screen; TALL-104 LAMP-1 surface exposure; cells stimulated with thapsigargin and PMA; inhibition, % at 10 µM; 360,000 tested, 0.66% active; AID 651702, 2012;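 active means inhibition above about 55%, limit read from the data; inconclusive means no clear call, values can overlap the other calls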
MC4R antagonist: MC4R antagonists of cAMP signaling, primary screen, cell-based, TR-FRET, antagonist arm of biased-ligand search; AID 540295, 2011; inhibition, % at 6.5 µM; 360,000 tested, 0.48% active; MC4R-expressing cells, MTII-stimulated cAMP, LANCE TR-FRET;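 active means inhibition above its plate's cutoff, the mean of tested wells on that plate plus 3 SD, cut at about 29% in these data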;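 further: 0% = Melanotan II alone and 100% = Melanotan II plus saturating MCL0020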
Target sequence (P32245 whole entry, looked up): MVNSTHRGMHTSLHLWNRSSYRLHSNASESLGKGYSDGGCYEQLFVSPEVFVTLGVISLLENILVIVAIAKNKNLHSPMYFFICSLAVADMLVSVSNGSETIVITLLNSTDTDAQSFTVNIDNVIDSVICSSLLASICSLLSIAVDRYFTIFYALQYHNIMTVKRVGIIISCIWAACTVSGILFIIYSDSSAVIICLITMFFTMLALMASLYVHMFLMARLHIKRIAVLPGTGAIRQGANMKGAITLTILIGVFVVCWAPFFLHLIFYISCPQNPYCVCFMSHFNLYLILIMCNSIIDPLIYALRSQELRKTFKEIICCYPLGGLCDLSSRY
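Assay system: human MC4R-expressing U2OS cells; reagent: Melanotan II stimulation of cells; dosing: 6.5 µM single dose; timing: compound 30 min, challenge 1 h, detection 1 h; signal: TR-FRET cAMP assay; replicates: one well per compound, no replicates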
Vif inh: HIV Vif self-association inhibitors, primary screen, imaging, HEK293T, single point; HEK293T cells, Vif self-association by quenched fluorescence, 24 h; inhibition, % at 7.49 µM; 340,000 tested, 0.35% active; AID 602346, 2012; in the data active means inhibition above about 50%, passing the limit was not always enough; inconclusive means no clear call, values can overlap the other calls; inactive means below about 31%; further: some results filed as inactive read as strong as hits
NOD2 RIPK2 PPI: NOD2-RIPK2 binding disruptors in cells, primary screen, fluorescence, CHO cells, BLA complementation; CCF4 ratio; Receptor-interacting serine/threonine-protein kinase 2 (Homo sapiens), O43353; inhibition, % at 4.98 µM; 360,000 tested, 0.38% active; in the data active means inhibition above about 21%;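 further: 0% = vehicle only and 100% = reference blocker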
Target sequence (O43353 whole entry, looked up): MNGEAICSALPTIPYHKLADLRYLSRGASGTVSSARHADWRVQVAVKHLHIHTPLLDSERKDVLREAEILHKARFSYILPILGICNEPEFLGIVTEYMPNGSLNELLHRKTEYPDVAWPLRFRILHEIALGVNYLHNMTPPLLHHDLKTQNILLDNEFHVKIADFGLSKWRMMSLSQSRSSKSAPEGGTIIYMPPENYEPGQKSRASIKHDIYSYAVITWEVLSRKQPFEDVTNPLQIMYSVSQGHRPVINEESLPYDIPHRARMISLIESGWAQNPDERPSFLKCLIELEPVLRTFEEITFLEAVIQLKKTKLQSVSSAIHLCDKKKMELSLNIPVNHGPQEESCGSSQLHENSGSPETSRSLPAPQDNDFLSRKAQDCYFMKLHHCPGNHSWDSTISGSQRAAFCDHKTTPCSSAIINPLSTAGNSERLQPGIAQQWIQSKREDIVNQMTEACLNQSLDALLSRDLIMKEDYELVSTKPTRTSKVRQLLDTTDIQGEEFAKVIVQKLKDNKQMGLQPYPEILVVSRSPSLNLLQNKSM
N-glyco inh: increase of ERlucT glycosylation luciferase signal, primary screen, N-linked glycosylation inhibitor project, D54 ERlucT cells, luminescence, set 2; AID 588692, 2011; D54 ERlucT glycosylation luciferase reporter, 24 h; percent of 100 nM tunicamycin response; reporter increase, % at 12.5 µM; 360,000 tested, 0.23% active;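 active means mean luciferase reporter signal, scaled so untreated is 0 and the glycosylation-blocking control 100, at or above a set limit in every replicate; inconclusive means mean reaches the limit but not every replicate does; inactive means mean below the limit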;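 further: luciferase carries N-glycosylation sites so blocking glycosylation raises the light; 0% = median of neutral control wells and 100% = median of 100 nM tunicamycin wells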
MC4R ag barr: MC4R agonists recruiting beta-arrestin, primary screen, cell-based, luminescence, agonist arm of biased-ligand search; U2OS MC4R beta-arrestin complementation; percent of melanotan II response, DMSO zero; activation, % at 8.9 µM; 360,000 tested, 0.98% active;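 active means activation above a per-plate cutoff, the mean activation of sample wells on that plate plus 3 SD, cut at about 8% in these data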
ABHD5 PLIN5 PPI: ABHD5-PLIN5 interaction inhibitors, primary screen, cell lysate, split luciferase complementation, luminescence. Perilipin-5 (Homo sapiens) + 1-acylglycerol-3-phosphate O-acyltransferase ABHD5 (Homo …. Split G. princeps luciferase complementation, 4 h. inhibition, % at 4 µM. 360,000 tested, 0.78% active. AID 602281, 2012;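 active means inhibition above the mean inhibition across every tested compound plus 3 SD, cut at about 22% in these data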;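 further: 0% = DMSO only wells and the 100% control is not disclosed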
An asterisk follows results filed as active; & = joins results of further samples. The list is partial; count on the stated rates, not on these rows.

Screening COC(=O)c1c(NS(=O)(=O)c2cccs2)sc2c1CCCC2 returned ABCB6 inh MLPCN 98.0, aDG glyco up 0.3, TLR9-MyD88 block 0.0, Granule exo inh 0.3, MC4R antagonist -0.6, Vif inh 11.7, NOD2 RIPK2 PPI -13.9, N-glyco inh -0.7, MC4R ag barr -1.6 and ABHD5 PLIN5 PPI 3.4.
`NC(=O)/C(=C/c1ccc2c(c1)OCO2)NC(=O)c1ccco1` gave ABCB6 inh MLPCN 108.0, aDG glyco up 0.3, TLR9-MyD88 block 4.6, Granule exo inh 0.4, MC4R antagonist 11.9, Vif inh 5.1, NOD2 RIPK2 PPI 5.8, N-glyco inh 0.5, MC4R ag barr 2.0 and ABHD5 PLIN5 PPI -0.9.
For O=C(Nc1ccc(Nc2ccccc2)cc1)C(Cl)Cl the results were ABCB6 inh MLPCN 97.0, aDG glyco up -0.1, TLR9-MyD88 block 5.8, Granule exo inh inconclusive, MC4R antagonist -0.3, Vif inh -3.6, NOD2 RIPK2 PPI -4.2, N-glyco inh 2.6, MC4R ag barr -1.8 and ABHD5 PLIN5 PPI -8.0.
For Cc1cccc(Cl)c1OCCCn1ccnc1 the results were ABCB6 inh MLPCN 102.0, aDG glyco up 0.1, TLR9-MyD88 block 7.5, Granule exo inh -5.2, MC4R antagonist 0.0, Vif inh 9.7, NOD2 RIPK2 PPI 0.2, N-glyco inh -1.1, MC4R ag barr -0.1 and ABHD5 PLIN5 PPI -1.0.
Cc1nn(-c2ccc(F)cc2)c(Cl)c1/C=C(/CC(=O)O)c1nc2ccccc2s1 was read as ABCB6 inh MLPCN 98.0, aDG glyco up -0.1, TLR9-MyD88 block -10.3, Granule exo inh -1.7, MC4R antagonist 6.2, Vif inh 3.2, NOD2 RIPK2 PPI -1.7, N-glyco inh 1.7, MC4R ag barr -2.4 and ABHD5 PLIN5 PPI -5.2.
Screening Cn1c(-c2c(N)n(CCc3ccccc3)c3nc4ccccc4nc23)nc2ccccc21 returned ABCB6 inh MLPCN 119.0, aDG glyco up 1.0, TLR9-MyD88 block 61.5*, Granule exo inh 4.0, MC4R antagonist 15.7, Vif inh 0.1, NOD2 RIPK2 PPI 69.5*, N-glyco inh -0.7, MC4R ag barr -2.4 and ABHD5 PLIN5 PPI 6.1.
Screening CCc1nc2oc3ccccc3c(=O)c2c(=O)n1Cc1ccc(OC)cc1 returned ABCB6 inh MLPCN 104.0, aDG glyco up 0.1, TLR9-MyD88 block -0.1, Granule exo inh 1.6, MC4R antagonist -3.5, Vif inh -3.2, NOD2 RIPK2 PPI -1.7, N-glyco inh 0.6, MC4R ag barr 2.4 and ABHD5 PLIN5 PPI -2.9.
COc1ccc(-c2cc(C(F)(F)F)c(C#N)c(=O)[nH]2)cc1 was read as ABCB6 inh MLPCN 98.0, aDG glyco up 0.0, TLR9-MyD88 block -5.0, Granule exo inh -0.6, MC4R antagonist -0.9, Vif inh -0.6, NOD2 RIPK2 PPI -10.4, N-glyco inh 0.1, MC4R ag barr -0.9 and ABHD5 PLIN5 PPI -5.0.
Cc1cc(N)cc(C)c1-c1c(Br)cc(N)cc1Br was read as ABCB6 inh MLPCN 105.0, aDG glyco up 0.0, TLR9-MyD88 block 1.9, Granule exo inh -2.2, MC4R antagonist -14.0, Vif inh 14.4, NOD2 RIPK2 PPI -3.5, N-glyco inh 13.1, MC4R ag barr -1.3 and ABHD5 PLIN5 PPI 9.4.
Cc1ccc(-c2cc(C(=O)N/N=C/C(Br)=C/c3ccccc3)n[nH]2)o1 was read as ABCB6 inh MLPCN 98.0, aDG glyco up -0.1, TLR9-MyD88 block 0.3, Granule exo inh 16.2, MC4R antagonist -0.6, Vif inh -1.5, NOD2 RIPK2 PPI -7.8, N-glyco inh 14.1, MC4R ag barr 2.6 and ABHD5 PLIN5 PPI 26.5*.
`CCOc1cc(N2CCOCC2)c(OCC)cc1NC(=O)CN1C(=O)NC(C)(C2CC2)C1=O` (stereo not given) gave ABCB6 inh MLPCN 100.0, aDG glyco up 0.1, TLR9-MyD88 block 1.5, Granule exo inh -2.8, MC4R antagonist -2.2, Vif inh 2.5, NOD2 RIPK2 PPI -1.7, N-glyco inh 1.3, MC4R ag barr -4.5 and ABHD5 PLIN5 PPI -1.5.
`CC(=O)OC(C(=O)NCCc1ccccc1)c1cccnc1` (stereo not given) gave ABCB6 inh MLPCN 93.0, aDG glyco up -0.2, TLR9-MyD88 block -6.7, Granule exo inh -1.4, MC4R antagonist 13.0, Vif inh -3.0, NOD2 RIPK2 PPI -4.6, N-glyco inh -0.6, MC4R ag barr -1.8 and ABHD5 PLIN5 PPI -3.9.
For Cc1[nH]c(=O)c(C(=O)c2ccccc2O)cc1C(=O)O the results were ABCB6 inh MLPCN 100.0, aDG glyco up -0.4, TLR9-MyD88 block -9.7, Granule exo inh 13.7, MC4R antagonist -4.4, Vif inh 24.7, NOD2 RIPK2 PPI -13.0, N-glyco inh -1.3, MC4R ag barr -2.1 and ABHD5 PLIN5 PPI 5.0.
Screening O=C(NCCc1ccccc1)C1CCCN1S(=O)(=O)c1ccc(F)cc1 (stereo not given) returned ABCB6 inh MLPCN 104.0, aDG glyco up -0.1, TLR9-MyD88 block -0.6, Granule exo inh 10.4, MC4R antagonist 8.4, NOD2 RIPK2 PPI -4.5, N-glyco inh 1.4, MC4R ag barr -0.8 and ABHD5 PLIN5 PPI 1.2.
`CC(=O)Nc1ccc(Br)cc1C(=O)C(=O)O` gave ABCB6 inh MLPCN 99.0, aDG glyco up 0.6, TLR9-MyD88 block -1.1, Granule exo inh -1.0, MC4R antagonist -2.7, Vif inh 3.0, NOD2 RIPK2 PPI -7.2, N-glyco inh 2.3, MC4R ag barr 1.8 and ABHD5 PLIN5 PPI 4.7.
`Nc1ccc(S(=O)(=O)Nc2cnc3ccccc3n2)cc1` gave ABCB6 inh MLPCN 102.0&97.0, aDG glyco up -0.1&0.0, TLR9-MyD88 block -9.6&-1.9, Granule exo inh 3.0&-1.6, MC4R antagonist 13.8&0.9, Vif inh -5.2&-0.1, NOD2 RIPK2 PPI 4.5&3.4, N-glyco inh -1.0&0.4, MC4R ag barr -0.5&1.0 and ABHD5 PLIN5 PPI -3.5&-4.8.
For CC(Sc1nnc(NC2CCCCC2)s1)C(=O)Nc1ccc2c(c1)C(=O)c1ccccc1C2=O (stereo not given) the results were ABCB6 inh MLPCN 105.0, aDG glyco up -0.5, TLR9-MyD88 block -14.6, Granule exo inh 16.1, MC4R antagonist 30.1*, Vif inh -1.8, NOD2 RIPK2 PPI -6.6, N-glyco inh -0.6, MC4R ag barr 2.9 and ABHD5 PLIN5 PPI -4.2.
For O=C(NC12CC3CC(CC(C3)C1)C2)c1ccccc1 the results were ABCB6 inh MLPCN 102.0, aDG glyco up 0.5, TLR9-MyD88 block -2.9, Granule exo inh 8.5, MC4R antagonist 6.2, Vif inh 10.4, NOD2 RIPK2 PPI 7.7, N-glyco inh -1.7, MC4R ag barr -1.1 and ABHD5 PLIN5 PPI 5.2.
`O=[N+]([O-])c1cccc(-c2noc(-c3cccs3)n2)c1` gave ABCB6 inh MLPCN 93.0, aDG glyco up -0.3, TLR9-MyD88 block -1.0, Granule exo inh 5.7, MC4R antagonist 12.3, Vif inh 34.3, NOD2 RIPK2 PPI -1.9, N-glyco inh -2.8, MC4R ag barr 7.7 and ABHD5 PLIN5 PPI -1.4.
Screening CN1CCN(C(=O)C2CC(c3ccc(F)cc3)=NO2)CC1 (stereo not given) returned ABCB6 inh MLPCN 103.0, aDG glyco up -0.1, TLR9-MyD88 block -17.4, Granule exo inh 0.6, MC4R antagonist 6.5, Vif inh 17.5, NOD2 RIPK2 PPI -17.9, N-glyco inh 2.0, MC4R ag barr 0.0 and ABHD5 PLIN5 PPI 5.5.
For COc1ccc2c(CC(=O)OCC(=O)Nc3sc4c(c3C#N)CCC(C)C4)coc2c1 (stereo not given) the results were ABCB6 inh MLPCN 97.0, aDG glyco up -0.3, TLR9-MyD88 block -8.6, Granule exo inh 7.5, MC4R antagonist 3.0, Vif inh -3.7, NOD2 RIPK2 PPI 2.9, N-glyco inh -1.6, MC4R ag barr 1.6 and ABHD5 PLIN5 PPI -6.9.
For CN1CCN(C(=O)CNC(=O)C23CC4CC(CC(C4)C2)C3)CC1 the results were ABCB6 inh MLPCN 99.0, aDG glyco up -0.4, TLR9-MyD88 block 4.0, Granule exo inh 3.3, MC4R antagonist -2.5, Vif inh -2.2, NOD2 RIPK2 PPI 0.2, N-glyco inh -0.6, MC4R ag barr -2.5 and ABHD5 PLIN5 PPI 9.4.
For COCCCn1c(SCC(=O)N2CCOCC2)nnc1-c1ccco1 the results were ABCB6 inh MLPCN 97.0, aDG glyco up -0.2, TLR9-MyD88 block -1.5, Granule exo inh -11.5, MC4R antagonist 7.0, Vif inh 12.0, NOD2 RIPK2 PPI -5.0, N-glyco inh 4.0, MC4R ag barr 0.3 and ABHD5 PLIN5 PPI 1.5.
CSc1ccccc1NC(=O)Cn1nnc(-c2ccc(S(C)(=O)=O)cc2)n1 was read as ABCB6 inh MLPCN 98.0, aDG glyco up -0.2, TLR9-MyD88 block 5.7, Granule exo inh 10.0, MC4R antagonist 7.7, Vif inh 1.3, NOD2 RIPK2 PPI -6.2, N-glyco inh -1.2, MC4R ag barr 1.5 and ABHD5 PLIN5 PPI -2.4.
COc1ccc(NC(=O)C2CCN(S(=O)(=O)c3cccc4cccnc34)CC2)cc1OC was read as ABCB6 inh MLPCN 103.0, aDG glyco up 0.2, TLR9-MyD88 block 2.3, Granule exo inh 8.3, MC4R antagonist 4.9, Vif inh 11.4, NOD2 RIPK2 PPI -7.8, N-glyco inh 0.0, MC4R ag barr -1.4 and ABHD5 PLIN5 PPI 4.9.
For CC1=CC(C/C(C)=C/COc2ccc3ccc(=O)oc3c2)OC1=O (stereo not given) the results were ABCB6 inh MLPCN 98.0, aDG glyco up 0.4, TLR9-MyD88 block -2.5, Granule exo inh 1.7, MC4R antagonist 25.5, Vif inh 5.7, NOD2 RIPK2 PPI -13.0, N-glyco inh -2.7, MC4R ag barr -1.3 and ABHD5 PLIN5 PPI -1.3.
Screening Cc1cc(C)c(OCC(=O)Nc2nnn(C)n2)c(Br)c1 returned ABCB6 inh MLPCN 83.0, aDG glyco up -0.1, TLR9-MyD88 block -11.6, Granule exo inh 0.5, MC4R antagonist -0.1, Vif inh -5.8, NOD2 RIPK2 PPI 7.3, N-glyco inh 0.6, MC4R ag barr -0.8 and ABHD5 PLIN5 PPI -2.1.

Source: PubChem
